Screening data as filed in PubChem.
IDE exosite inh = exo-site inhibitors of human IDE, primary screen, biochemical, fluorescence anisotropy, probe displacement | purified IDE, FL-6b probe fluorescence polarization; hits give low values | z-score at 20 µM | 6.3% of 17,000 active;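 active = z-score of -3 or lower, meaning strong loss of probe binding signal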;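 also: His-tagged human IDE residues 42-1019 made in E. coli with 30 nM FL-6b probe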
Target sequence (P14735 42-1019 limits assumed): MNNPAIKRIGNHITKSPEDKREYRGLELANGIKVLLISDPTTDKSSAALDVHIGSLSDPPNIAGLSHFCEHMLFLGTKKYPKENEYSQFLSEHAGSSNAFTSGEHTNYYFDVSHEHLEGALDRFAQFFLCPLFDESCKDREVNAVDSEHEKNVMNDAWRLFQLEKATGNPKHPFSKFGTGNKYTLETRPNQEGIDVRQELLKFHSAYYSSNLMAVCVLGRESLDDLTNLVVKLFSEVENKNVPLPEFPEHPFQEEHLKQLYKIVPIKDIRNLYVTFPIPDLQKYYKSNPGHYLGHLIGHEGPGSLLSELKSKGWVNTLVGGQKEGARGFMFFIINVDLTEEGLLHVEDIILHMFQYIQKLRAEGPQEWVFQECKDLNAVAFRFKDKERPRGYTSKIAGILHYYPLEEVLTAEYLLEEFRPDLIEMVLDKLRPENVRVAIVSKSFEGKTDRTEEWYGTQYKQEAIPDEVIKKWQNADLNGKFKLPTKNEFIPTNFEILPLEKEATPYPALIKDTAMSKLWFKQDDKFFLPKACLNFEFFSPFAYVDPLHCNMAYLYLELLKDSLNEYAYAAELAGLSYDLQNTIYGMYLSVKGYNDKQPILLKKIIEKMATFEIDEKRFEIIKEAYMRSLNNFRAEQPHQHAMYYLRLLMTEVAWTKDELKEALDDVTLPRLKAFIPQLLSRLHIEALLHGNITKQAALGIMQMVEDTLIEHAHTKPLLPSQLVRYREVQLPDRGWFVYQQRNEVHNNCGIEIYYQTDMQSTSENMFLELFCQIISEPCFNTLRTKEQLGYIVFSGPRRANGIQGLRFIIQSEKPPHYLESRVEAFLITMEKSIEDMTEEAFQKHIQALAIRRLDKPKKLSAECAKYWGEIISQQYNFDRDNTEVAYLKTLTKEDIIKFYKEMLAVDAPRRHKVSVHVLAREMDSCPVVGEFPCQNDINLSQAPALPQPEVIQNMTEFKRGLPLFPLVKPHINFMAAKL
Starred values were filed as active, the others as inactive; & = joins results of further samples. A portion of the library; count on the stated rates, not on these rows.

SMILES	IDE exosite inh
O=C(c1cccnc1)N1CC[C@@H]2[C@H](CO)Nc3ccc(C4=CCCCC4)cc3[C@@H]21	0.141
N#C[C@H]1N[C@@H](CO)[C@H]1c1ccc(C#CC2CCCCC2)cc1	-0.589
C[C@H](CO)N1C[C@H](C)[C@H](CN(C)C(=O)[C@H]2CCCN2C)OCc2ccccc2-c2ccccc2C1=O	0.139
O=C(NC[C@H]1[C@@H](c2ccccc2)[C@H](CO)N1C(=O)Cc1cccnc1)C1CC1	1.42
CO[C@H](CN(C)S(=O)(=O)c1cccc(Cl)c1)[C@H](C)CN(C(=O)Nc1ccccc1F)[C@@H](C)CO	0.567
OC[C@@H]1[C@H](c2ccc(-c3ccc(F)cc3)cc2)[C@H](CNC2CCCC2)N1CCC(F)(F)F	-0.734
CCCC#Cc1ccc([C@@H]2[C@@H](CO)N3C(=O)CN(C(=O)c4ccccc4)C[C@H]23)cc1	0.795
C[C@H]1CN([C@@H](C)CO)C(=O)CCCn2nncc2CO[C@H]1CN(C)C(=O)CCC(F)(F)F	-0.717
O=C(NC1CCCCC1)N1CC(=O)N2[C@@H](CO)[C@H](c3ccc(-c4ccncc4)cc3)[C@@H]2C1	-0.00194
O=C(C[C@H]1CC[C@H]2[C@@H](COC[C@H](O)CN2CC2CCOCC2)O1)NCc1ccc(Cl)cc1	-0.0791
CN(C)C(=O)c1cccc(-c2ccc([C@H]3[C@@H](CO)N(C(=O)C4CC4)[C@H]3C#N)cc2)c1	1.48
N#C[C@H]1[C@@H](c2ccc(C#CC3(O)CCCC3)cc2)[C@@H](CO)N1C(=O)C1CC1	0.735
Cc1nn(C)cc1NC(=O)C[C@H]1CC[C@H]2[C@H](COc3ccc(NC(=O)c4cccc(F)c4)cc3C(=O)N2C)O1	-1.1
COc1ccc(-c2ccc([C@@H]3[C@@H](CO)N4C(=O)CN(C(=O)C5CCOCC5)C[C@H]34)cc2)cc1	1.63
Cc1ccccc1-c1ccc([C@H]2[C@@H](CO)N3CCCCN(C(=O)CN4CCOCC4)C[C@@H]23)cc1	0.128
O=C(C[C@H]1C=C[C@H](NC(=O)c2cnccn2)[C@H](CO)O1)NCc1ccccc1F	1.89
C/C=C/c1cccc(-c2nc(C(=O)N3CCCCC3)cc3c2[C@@H](CCO)N(C(=O)NC(C)C)C3)c1	1.47
CN(C)CC(=O)N1CCCCN2[C@@H](CO)[C@@H](c3ccc(-c4cccc(C(=O)N(C)C)c4)cc3)[C@@H]2C1	4.25
Cc1ccccc1-c1ccc([C@@H]2[C@H](CO)N3CCCCN(CC4CC4)C[C@@H]23)cc1	-9.61*
COCC(=O)Nc1ccc2c(c1)C(=O)N(C)C[C@@H](OC)[C@H](C)CN(C(=O)c1ccncc1)[C@@H](C)CO2	1.79
C/C=C/c1ccc([C@H]2[C@H](CO)N[C@H]2CN(C)S(=O)(=O)c2ccccc2)cc1	5.75
O=C(Nc1ccc2c(c1)[C@@H]1C[C@H](CC(=O)N3CCOCC3)O[C@H](CO)[C@@H]1O2)Nc1ccccc1F	0.663
C[C@@H](NC(=O)C[C@H]1CC[C@H]2[C@H](COc3ccc(NS(=O)(=O)c4ccc(Cl)cc4)cc3C(=O)N2C)O1)c1ccccc1	0.297
CC=Cc1ccc2n(c1=O)C[C@H]1[C@H](CO)[C@@H](C(=O)N3CCc4ccccc4C3)[C@@H]2N1Cc1cocn1 (mixture of isomers)	1.31
COc1ccccc1S(=O)(=O)N(C)C[C@H]1OCc2ccccc2-c2ccccc2C(=O)N([C@H](C)CO)C[C@H]1C	1.73
CO[C@H](C(=O)N(C)C[C@H]1OCc2ccccc2-c2ccccc2C(=O)N([C@H](C)CO)C[C@@H]1C)c1ccccc1	1.46
N#C[C@@H]1[C@@H](c2ccc(C3=CCCC3)cc2)[C@@H](CO)N1C(=O)C1CCC1	1.97
Cc1cccc(S(=O)(=O)N2CCCCN3[C@H](CO)[C@H](c4ccc(-c5ccncc5)cc4)[C@@H]3C2)c1	1.48
Cc1ccccc1-c1ccc([C@@H]2[C@@H](CO)N3CCCCN(C(=O)Nc4cccc(F)c4)C[C@@H]23)cc1	-1.53
N#C[C@H]1[C@H](c2ccc(-c3cccnc3)cc2)[C@@H](CO)N1C(=O)C1CC1	3.15

Look-ups from above.
COCC(=O)Nc1ccc2c(c1)C(=O)N(C)C[C@@H](OC)[C@H](C)CN(C(=O)c1ccncc1)[C@@H](C)CO2 in IDE exosite inh is entered as 1.79
C/C=C/c1cccc(-c2nc(C(=O)N3CCCCC3)cc3c2[C@@H](CCO)N(C(=O)NC(C)C)C3)c1 in IDE exosite inh is entered as 1.47
C/C=C/c1ccc([C@H]2[C@H](CO)N[C@H]2CN(C)S(=O)(=O)c2ccccc2)cc1 in IDE exosite inh is entered as 5.75
N#C[C@@H]1[C@@H](c2ccc(C3=CCCC3)cc2)[C@@H](CO)N1C(=O)C1CCC1 in IDE exosite inh is entered as 1.97
O=C(C[C@H]1C=C[C@H](NC(=O)c2cnccn2)[C@H](CO)O1)NCc1ccccc1F in IDE exosite inh is entered as 1.89
Cc1cccc(S(=O)(=O)N2CCCCN3[C@H](CO)[C@H](c4ccc(-c5ccncc5)cc4)[C@@H]3C2)c1 in IDE exosite inh is entered as 1.48
COc1ccccc1S(=O)(=O)N(C)C[C@H]1OCc2ccccc2-c2ccccc2C(=O)N([C@H](C)CO)C[C@H]1C in IDE exosite inh is entered as 1.73

Returning to the listing; the four compounds before the break are reprinted first.
SMILES	IDE exosite inh
N#C[C@@H]1[C@@H](c2ccc(C3=CCCC3)cc2)[C@@H](CO)N1C(=O)C1CCC1	1.97
Cc1cccc(S(=O)(=O)N2CCCCN3[C@H](CO)[C@H](c4ccc(-c5ccncc5)cc4)[C@@H]3C2)c1	1.48
Cc1ccccc1-c1ccc([C@@H]2[C@@H](CO)N3CCCCN(C(=O)Nc4cccc(F)c4)C[C@@H]23)cc1	-1.53
N#C[C@H]1[C@H](c2ccc(-c3cccnc3)cc2)[C@@H](CO)N1C(=O)C1CC1	3.15
C/C=C/c1ccccc1[C@H]1[C@H](C#N)N(C(C)=O)[C@H]1CO	-1.11
COc1ccc(NC(=O)N2CC(=O)N3[C@H](C2)[C@@H](c2ccc(/C=C/c4ccccc4)cc2)[C@@H]3CO)cc1	0.8
Cc1ccc(-c2ccc([C@H]3[C@@H](CO)N4C(=O)CN(C(=O)CN5CCOCC5)C[C@@H]34)cc2)cc1	-0.814
CCCC#Cc1ccc([C@H]2[C@H](C#N)N(S(C)(=O)=O)[C@H]2CO)cc1	-0.244
CC(=O)N1CC2(C1)[C@H](c1ccc(-c3cccc(C#N)c3)cc1)[C@@H](CO)N2CCC(F)(F)F	-1.27
C[C@@H]1CN([C@@H](C)CO)C(=O)c2ccccc2-c2ccccc2CO[C@H]1CN(C)Cc1cccc(C(=O)O)c1	-0.596
CO[C@H]1CN(C)C(=O)c2ccc(NC(=O)Nc3ccccc3Cl)cc2OC[C@H](C)NC[C@@H]1C	-0.264
CC[C@@H]1C/C=C\C[C@H](c2ccc(OC)cc2OC)NC(=O)[C@H](C)CC(=O)N1	-0.612
CC(C)C#Cc1ccc([C@@H]2[C@@H](CO)N3C(=O)CN(S(=O)(=O)c4ccccc4)C[C@@H]23)cc1	0.0101
C/C=C/c1ccccc1[C@H]1[C@@H](C#N)N(C(=O)CN2CCOCC2)[C@H]1CO	-1.48
C/C=C/c1ccc([C@H]2[C@@H](CO)N3CCCCN(S(=O)(=O)c4ccc(F)cc4)C[C@@H]23)cc1	1.48
O=C(Cc1ccccn1)N1CC(=O)N2[C@H](C1)[C@H](c1ccc(-c3ccc(F)cc3)cc1)[C@@H]2CO	0.627
C[C@H](O)C#Cc1ccc([C@H]2[C@H](CO)N3CCCCN(C(=O)c4ccc5c(c4)OCO5)C[C@@H]23)cc1	0.209
C[C@H]1CN([C@@H](C)CO)C(=O)CCCn2cc(nn2)CO[C@H]1CN(C)C(=O)CCC(F)(F)F	0.468
CO[C@@H]1CN(C)C(=O)c2cc(NC(=O)Nc3c(C)noc3C)ccc2OC[C@H](C)NC[C@@H]1C	0.837
Cc1ccccc1S(=O)(=O)N1[C@H](C#N)[C@H](c2ccccc2)[C@@H]1CO	3.73
CS(=O)(=O)N(CC1CCC1)C[C@H]1N[C@@H](CO)[C@H]1c1ccccc1	1.37
Cc1ccc(S(=O)(=O)N(C)C[C@@H]2Oc3cc(C#CC4CCCC4)ccc3S(=O)(=O)N([C@H](C)CO)C[C@@H]2C)cc1	-0.0167
CC(C)CC#Cc1ccc([C@@H]2[C@@H](CO)N3C(=O)CN(S(=O)(=O)c4ccccc4)C[C@@H]23)cc1	1.64
COc1cccc(NC(=O)Nc2ccc3c(c2)C(=O)N(C)C[C@H](OC)[C@@H](C)CN[C@@H](C)CO3)c1	-0.83
CN1CCCCN2[C@H](CO)[C@@H](c3ccc(Br)cc3)[C@@H]2C1	-1.29
CC(C)C#Cc1ccc([C@H]2[C@@H](CO)N3CCCCN(C(=O)NC(C)C)C[C@@H]23)cc1	1.78
O=C1CN(S(=O)(=O)Cc2ccccc2)C[C@H]2[C@@H](c3ccc(C#Cc4cccnc4)cc3)[C@H](CO)N12	0.297
O=C1CNC[C@@H]2[C@H](c3ccc(C#CC4CCCCC4)cc3)[C@@H](CO)N12	-1.52
O=C1CN(Cc2ccc(F)cc2)C[C@H]2[C@@H](c3ccc(-c4ccccc4F)cc3)[C@H](CO)N12	-1.2
O=C(c1cccc(F)c1)N1CC(=O)N2[C@@H](CO)[C@H](c3ccc(C4=CCCCC4)cc3)[C@@H]2C1	0.774
O=C(C[C@H]1C[C@@H]2c3cc(NC(=O)c4ccc5c(c4)OCO5)ccc3O[C@@H]2[C@H](CO)O1)NCCN1CCCCC1	-1.11
Cc1ccccc1-c1ccc([C@@H]2[C@@H](CO)N3C(=O)CN(S(C)(=O)=O)C[C@@H]23)cc1	-12.6*
CCCNC(=O)N1[C@H](CO)[C@H](c2ccccc2)[C@H]1CNC(=O)C1CC1	1.51
N#C[C@H]1[C@H](c2ccc(C#Cc3cccc(F)c3)cc2)[C@@H](CO)N1C(=O)C1CCOCC1	-2.41
O=C(C1CC1)N1CC2(C1)[C@@H](c1ccccc1)[C@@H](CO)N2S(=O)(=O)c1ccccc1	0.875
CCC(=O)N1CC2(C1)[C@H](c1ccc(-c3ccc(F)cc3)cc1)[C@H](CO)N2C(C)=O	-1.3
CN1CCCCN2[C@H](C1)[C@H](c1ccc(-c3cccnc3)cc1)[C@@H]2CO	-1.23
COc1ccc(C[C@@H]2CCn3nncc3COC[C@H](c3ccccc3)NC2=O)cc1	-0.977
O=C(Nc1ccccc1)N1CCCCN2[C@@H](CO)[C@H](c3ccc(-c4ccccc4)cc3)[C@@H]2C1	-0.349
COCCNC(=O)C[C@@H]1CC[C@H]2[C@@H](COC[C@H](O)CN2S(=O)(=O)c2ccccc2F)O1	-0.106
COc1ccccc1CNC(=O)C[C@@H]1CC[C@@H]2[C@H](COC[C@H](O)CN2Cc2ccc3c(c2)OCO3)O1	-1.13
O=C(C[C@@H]1CC[C@@H](NC(=O)CN2CCOCC2)[C@@H](CO)O1)NC1CCC1	-0.826
O=C(Nc1ccc2c(c1)OCO2)N1C[C@@H]2N[C@H](C1)C2c1ccc(C=Cc2ccccc2)cc1 (some centres not stated)	-0.0197&-1.38
Cc1ccc(S(=O)(=O)N2CC[C@H]3[C@@H](CO)N(C)c4ccc(-c5ccccc5F)cc4[C@H]32)cc1	0.411
O=C(Nc1ccccc1F)N1CC(=O)N2[C@H](C1)[C@H](c1ccc(-c3cccnc3)cc1)[C@@H]2CO	-0.482
COc1ccc(S(=O)(=O)N(C)C[C@@H]2Oc3ccc(NC(=O)Nc4ccc(C(F)(F)F)cc4)cc3C(=O)N([C@H](C)CO)C[C@H]2C)cc1	0.163
COc1ccccc1-c1ccc([C@H]2[C@@H](CO)N3CCCCN(S(=O)(=O)c4cn(C)cn4)C[C@@H]23)cc1	0.396
CNC[C@H]1OCCCC[C@H](C)Oc2ccc(NS(=O)(=O)c3ccc(F)cc3)cc2C(=O)N([C@@H](C)CO)C[C@H]1C	0.98
CO[C@H](CN(C)C(=O)Nc1ccc(Cl)cc1)[C@H](C)CN(Cc1ccccc1Cl)[C@H](C)CO	1.16
C[C@H]1CN([C@@H](C)CO)C(=O)c2cccc(NC(=O)Nc3ccc(F)cc3)c2O[C@H]1CN(C)S(=O)(=O)c1ccc(Cl)cc1	-0.394
O=C(NC1CCCC1)[C@@H]1[C@@H](CO)[C@@H]2Cn3c(cccc3=O)[C@H]1N2C(=O)CC1CC1	-0.0537
N#Cc1cccc(-c2ccc([C@H]3[C@@H](CO)N4CCCCN(C(=O)Nc5ccccc5)C[C@H]34)cc2)c1	4.33
CN(C)CC(=O)N1CCCCN2[C@H](CO)[C@@H](c3ccc(-c4cccnc4)cc3)[C@H]2C1	0.871
CCS(=O)(=O)N1CCC2(CC1)CN(S(=O)(=O)c1ccc(C)cc1)[C@@H](CO)c1[nH]c3cc(OC)ccc3c12	1.48
CO[C@H](CN(C)S(=O)(=O)c1ccc(C)cc1)[C@H](C)CN(C(=O)Nc1ccccc1F)[C@@H](C)CO	-0.0975
COc1cccc(C#Cc2ccc([C@H]3[C@H](C#N)N(C(=O)C4CCC4)[C@H]3CO)cc2)c1	0.000545
CC(C)C#Cc1ccc([C@@H]2[C@H](CO)N3CCCCN(S(=O)(=O)Cc4ccccc4)C[C@@H]23)cc1	2.97
COCCN(C[C@@H]1N[C@@H](CO)[C@H]1c1ccc(-c2ccc(F)cc2)cc1)C(C)=O	1.05
C/C=C/c1ccccc1[C@@H]1[C@@H](CO)N(C(C)=O)[C@H]1C#N	-1.42
N#C[C@@H]1[C@@H](c2ccc(C3=CCCCC3)cc2)[C@@H](CO)N1C(=O)NC1CCCC1	3.36
COc1ccc(C#Cc2ccc([C@H]3[C@H]4CN(C(=O)c5ccncc5)CC(=O)N4[C@H]3CO)cc2)cc1	-0.461
COC(=O)C[C@H]1CC[C@@H]2[C@H](COC[C@@H](O)CN2S(=O)(=O)c2cn(C)cn2)O1	-0.313
COc1cccc(S(=O)(=O)N2CCCCN3[C@H](C2)[C@H](c2ccc(-c4cccnc4)cc2)[C@@H]3CO)c1	1.72
Cc1cccc(-c2ccc(C3[C@H]4CNC[C@@H]3N4C(=O)Nc3ccccc3Cl)cc2)c1 (some centres not stated)	-0.489&-1.15
